aGlu spleen mod – inhibits or activates alpha-glucosidase in human spleen homogenate | P10253 | 240,000 compounds, 0.006% hits | Potency, µM (titrated, usually from 79.9 µM), inactives show top-dose activity change, negative = inhibition, hits mostly inhibitors | human spleen homogenate, 4-MU-alpha-glucoside fluorescence;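 also: 0% = enzyme with vehicle and -100% = no enzyme basal signal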
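Compounds were titrated against alpha-glucosidase in spleen homogenate at pH 5.0, with 1 mM 4-methylumbelliferyl substrate for 40 min at 37 C. Reactions were quenched with pH 10 NaOH/glycine and fluorescence measured.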
ALDH1A1 inh – ALDH1A1 (human) enzyme inhibition | Purified ALDH1A1, NADH fluorescence, propionaldehyde substrate | Potency, µM (titrated, usually from 75.3 µM), without a hit: at the highest dose activity, negative = inhibition, usual class: inhibitors | 220,000 compounds, 7.3% hits | AID 1030; active = well fitted inhibition curve with a large enough effect, not every such curve was filed as active; inconclusive = small, poorly fitted or top-dose-only effect, or another doubt; inactive = no such curve, though single readings can be large or run the other way;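 also: plate controls were no enzyme wells and a reference inhibitor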
GAA glycogen mod – alters human alpha-glucosidase cleavage of glycogen; recombinant GAA, glycogen substrate, Amplex Red glucose oxidase fluorescence; Potency, µM (titrated, usually from 76.4 µM), without a hit: at the highest dose activity change, negative = inhibition, actives largely listed as inhibitors; P10253; 300,000 compounds, 0.38% hits;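 also: 0% = full enzyme reaction and -100% = no-enzyme basal signal; the screen sought inhibitors and activators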
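Natural-substrate format: glycogen cleavage by 4 nM human enzyme, glucose read by Amplex Red coupling (Ex 573, Em 610 nm). Normalized to enzyme and no-enzyme controls.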
GAA inh – blocks human lysosomal alpha-glucosidase; purified human GAA, 4-MU-alpha-glucoside fluorescence; Potency, µM (highest dose often 76.9 µM), for inactives: top-dose activity change, negative = inhibition, usual class: inhibitors; 200,000 compounds, 0.005% hits; AID 1466;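 also: plate controls were uninhibited enzyme wells for no effect and no-enzyme background for full effect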
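Human alpha-glucosidase, 4 nM, pre-mixed with test compounds before 400 uM 4-methylumbelliferyl substrate; 20 min room temperature at pH 5.0. Fluorescence read after pH 10 stop; AC50 values from Hill-equation fits.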
aGal spleen mod – inhibitors or activators of human alpha-galactosidase in spleen homogenate. P06280. human spleen homogenate, 4MU-alpha-Gal fluorescence, 40 min. Potency, µM (highest dose often 80 µM), for the others: top-dose activity change, negative = inhibition, actives largely listed as inhibitors. 240,000 compounds, 0.008% hits. AID 2107;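 also: 0% = enzyme with vehicle and -100% = no enzyme basal signal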
Target sequence (P06280 32-429 limits assumed): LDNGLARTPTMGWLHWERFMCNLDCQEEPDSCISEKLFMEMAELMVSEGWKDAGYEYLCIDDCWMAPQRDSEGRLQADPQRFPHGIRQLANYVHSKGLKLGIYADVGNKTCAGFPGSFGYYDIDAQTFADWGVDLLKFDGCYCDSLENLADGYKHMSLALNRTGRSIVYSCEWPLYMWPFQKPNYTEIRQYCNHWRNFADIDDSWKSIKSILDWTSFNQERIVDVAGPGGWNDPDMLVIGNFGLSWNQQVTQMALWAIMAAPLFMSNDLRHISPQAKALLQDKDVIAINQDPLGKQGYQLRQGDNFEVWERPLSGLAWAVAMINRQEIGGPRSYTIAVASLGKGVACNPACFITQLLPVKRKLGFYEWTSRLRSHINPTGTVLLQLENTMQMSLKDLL
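Fluorogenic readout (Ex 365/Em 440 nm) of 4-methylumbelliferone released from 1 mM 4-MU-alpha-galactoside by spleen homogenate, 40 min at 37C, pH 5.0. Data normalized to no-enzyme and enzyme controls; Hill-equation AC50 from compound titrations.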
SMN2 splice up – increases expression of the SMN2 splice variant. HEK293 SMN2-luciferase splicing reporter, luminescence, 30-36 h. Potency, µM (doses to about 46.1 µM), without a hit: top-dose activity change, positive = activation, actives largely listed as activators. 210,000 compounds, 2.8% hits; also: % of control where 0% means no effect; nearly all actives have a fitted effect of over 55% in size
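qHTS luciferase splicing reporter: luminescence rises when SMN2 exon 7 is included in transfected HEK293 cells. Compound exposure lasted 30-36 h at 37C, with 4.5 mM final sodium butyrate as control, followed by a ONE-Glo read.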
JMJD2E inh – blocks human JMJD2E demethylase activity; B2RXH2; JMJD2E catalytic domain, FDH-coupled NADH fluorescence (FDH is formaldehyde dehydrogenase); AID 2147; 230,000 compounds, 1.6% hits; Potency, µM (series often up to 57.1 µM), without a hit: at the highest dose activity change, negative = inhibition, usual class: inhibitors; active = well fitted inhibition curve with a large enough effect, not every such curve was filed as active; inconclusive = small, poorly fitted or top-dose-only effect, or another doubt; inactive = no such curve, though single readings can be large or run the other way;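 also: 0% = wells with enzyme and -100% = buffer wells without enzyme; nearly all actives have a fitted effect of over 50% in size; many of its hits are not listed in these tables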
Target sequence (B2RXH2 1-337 limits assumed): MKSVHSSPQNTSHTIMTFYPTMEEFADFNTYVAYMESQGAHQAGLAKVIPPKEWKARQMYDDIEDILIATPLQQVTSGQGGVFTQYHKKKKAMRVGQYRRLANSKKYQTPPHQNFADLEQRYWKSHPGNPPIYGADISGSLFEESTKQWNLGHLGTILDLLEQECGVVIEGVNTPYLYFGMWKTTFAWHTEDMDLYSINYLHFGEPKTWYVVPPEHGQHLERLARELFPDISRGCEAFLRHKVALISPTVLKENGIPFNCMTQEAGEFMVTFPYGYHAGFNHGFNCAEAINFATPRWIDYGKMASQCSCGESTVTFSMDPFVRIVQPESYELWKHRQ
RGS12 GoLoco inh – RGS12 GoLoco-Gai1 interaction inhibition; Gai1:RGS12 GoLoco peptide FP, rhodamine, 10 min; 230,000 compounds, 0.44% hits; Potency, µM (series often up to 61.6 µM), for the others: at the top dose activity, negative = inhibition, usual class: inhibitors; P63096; active = well fitted inhibition curve with a large enough effect, not every such curve was filed as active; inactive = no such curve, though single readings can be large or run the other way; also: % is scaled to controls: 0 for no effect and ±100 for the full control effect; nearly all actives have a fitted effect of over 30% in size; many of its hits are not listed in these tables
* marks the source's active call; other numbers are inactive results; ? = inconclusive; · = not tested or not shown; [ ] = remark or other dose. Unless noted, calls follow the shape of the dose curve; as a rule, active = well fitted curve in the direction sought with a large enough effect; inconclusive = small, poorly fitted or top-dose-only effect, or another doubt; inactive = no such curve, though single readings can be large; an effect the other way counts as inactive or inconclusive. Potency is read from the fitted curve at half-maximal effect. These rows are one share of the data; count on the stated rates, not on these rows.

SMILES	aGlu spleen mod	ALDH1A1 inh	GAA glycogen mod	GAA inh	aGal spleen mod	SMN2 splice up	JMJD2E inh	RGS12 GoLoco inh
CC(C)C(=O)Nc1ccc2oc(-c3cc(F)c(F)cc3Cl)nc2c1	-4%	?	4%	3%	-5%	?	?	7%
Cn1c(-c2ccc[nH]c2=O)nc2cc(Cl)ccc21	-8%	?	0%	3%	4%	-8%	?	44%[activator]
COc1cc(NC(=O)COC(=O)CNS(=O)(=O)c2ccc(F)c(F)c2F)cc(OC)c1	-17%	-5%	-7%	-3%	3%	-2%	-11%	5%
CCN(Cc1cc2cc(C)ccc2[nH]c1=O)S(=O)(=O)c1ccccc1	6%	8%	-11%	-4%	8%	-3%	?	-1%
CC/C=C\C/C=C\C/C=C\C/C=C\C/C=C\C/C=C\CCC(=O)NCCO	-1%	?	·	·	4%	2%	-5%	3%
CCOC(=O)C(=O)Nc1sc(C(=O)N(CC)CC)c(C)c1C#N	-9%	-2%	4%	0%	-11%	·	-9%	13%
O=C1NC(c2ccc3c(c2)OCO3)Nc2ccccc21 (stereo not given)	7%	?	-20%	?	16%	0%	?	0%
O=C(CN1CCN(c2ncccn2)CC1)N1CCc2ccccc21	-2%	?	-4%	0%	6%	3%	-6%	-4%
C[N+]1(CCCCCCC(=O)/C=N/O)CCCCCC1	-4%	-1%	-8%	-2%	5%	-1%	-6%	13µM*
CN1CCN(S(=O)(=O)c2cccc(C(=O)Nc3ccccc3N3CCOCC3)c2)CC1	2%	9%	3%	0%	8%	-11%	-2%	4%
CN(C)S(=O)(=O)c1ccc2c(c1)nc(CCC(=O)NCC1CCCCC1)n2C	1%	?	6%	-3%	0%	-25%	4%	8%
COC(=O)c1ccc(CSc2ncnc3sc(C)c(C)c23)o1	1%	?	0%	-1%	7%	26%	14%	0%
COc1ccc(C(=O)Nc2ccccc2C(=O)O)cc1Cl	0%	?	15%	4%	6%	-2%[1.84 µM]	-13%	4%
COC(=O)[C@@]1(Cc2ccc(OC)cc2)[C@H]2c3cc(C(=O)N4CCCC4)n(Cc4cc(F)cc5c4OCOC5)c3C[C@H]2CN1C(=O)c1ccccc1	6%	-2%	·	·	1%	-24%	-7%	-3%
COc1ccc(C(=O)NCc2ccccc2)cc1Br	2%	4%	-5%	4%	4%	6%	3%	4%
O=S1(=O)c2cccc3cccc(c23)N1Cc1ccc(-c2nnco2)cc1	4%	-12%	0%	6%	4%	-23%	?	12%
Cc1cccc(N2CCN(C(=O)C3CCCN(S(=O)(=O)c4cnc[nH]4)C3)CC2C)c1 (stereo not given)	1%	2%	2%	-6%	0%	-5%	-2%	11%
Cc1ccc(-c2nnc(NCc3nc4ccccc4[nH]3)c3ccccc23)cc1S(=O)(=O)N1CCCCC1	-14%	-14%	9%	-1%	4%	-24%	-26%	19%
N#Cc1ccsc1NC(=O)CN1CCN(c2ccc(O)cc2)CC1	-9%	?	?	2%	-4%	-33%[inhibitor]	-20%	1%
COc1ccc2[nH]c(=O)c(CN(Cc3ccco3)Cc3nnnn3Cc3ccccc3)cc2c1	-2%	?	?	-4%	-3%	-18%	?	-6%
Cc1ccc(-n2cc(CN3CCNC(=O)CC3)c(-c3cccc(C)c3)n2)cc1	-4%	4%	-1%	-3%	-9%	·	?	3%
COC(=O)Cn1nc(-c2ccc(C)cc2)c2ccccc2c1=O	-15%	6%	5%	-8%	2%	-21%	-1%	3%
Brc1ccc(-c2nc3ccccc3s2)s1	-4%	?	-5%	5%	-16%	14µM*	?	14%
O=C(Nc1cc(C(F)(F)F)ccc1Cl)C(=O)N1CCCCC1	0%	-14%	9%	2%	0%	·	1%	·
CC(C)(C)C(=O)NC(=S)N1CCOCC1	-10%	-2%	-9%	0%	-15%	23%	-3%	-3%
CC(C)(C)c1ccc(S(=O)(=O)CC(O)CSc2nc3c(cc2C#N)CCCC3)cc1 (stereo not given)	-4%	2µM*	2%	-9%	5%	-8%	-1%	26%
CC1CC(=O)N(c2ccc(N(C)Cc3ccccc3)c([N+](=O)[O-])c2)C1=O (stereo not given)	6%	-24%	-3%	-11%	16%	-13%	-1%	-1%
Cc1ccc(CN2CCN(/N=C\C(Br)=C\c3ccccc3)CC2)cc1	-9%	-7%	-20%	-6%	-4%	-34%[inhibitor]	?	-8%
O=C(Nc1nc(-c2ccccc2)cs1)c1ccc(Br)o1	-3%	?	-2%	-6%	-6%	-5%	-18%	30%[activator]
CC(=O)N1CN(C2CC(C)(C)NC(C)(C)C2)Cc2c1sc1c2CCCC1	0%	-8%	5%	-3%	-28%	-11%	74%[activator]	5%
Cc1ccc(S(=O)(=O)N2CCCCC2)c(C)c1NS(C)(=O)=O	7%	0%	13%	-2%	5%	1%	-6%	3%
Cc1nnsc1C(=O)N1CCN(c2ccc(F)cc2)CC1	3%	·	7%	·	-1%	·	2%	5%
Cc1nc(CSc2nsc(C)c2C#N)cs1	-12%	-15%	-2%	2%	10%	11%	-8%	-15%
COc1ccc(C2=NOC(C(=O)NC3CCCCC3)C2)cc1OC (stereo not given)	-24%	?	-2%	2%	-22%	-9%	-7%	-6%
CSc1ncc(C(=O)O)n1-c1ccc(F)cc1	-3%	5%	-4%	2%	-9%	8%	5%	2%
Cc1cccc(N2C(=O)CC(N(O)c3ccccc3)C2=O)c1 (stereo not given)	4%	?	?	2%	10%	-2%	6%	5%
CCOC(=O)C1CC=C(Cl)CC1C(=O)Nc1nccs1 (stereo not given)	-1%	1%	0%	-1%	-2%	-13%	7%	3%
Cc1ccc(Nc2ncnc(N)n2)cc1C	-4%	-2%	2%	?	-13%	·	?	14%
Nn1c(Cc2ccccc2F)nnc1SCC(=O)Nc1cccc(S(=O)(=O)NC2=NCCCCC2)c1	-14%	11%	-8%	-5%	-5%	10%	-2%	7%
COC(=O)c1nc2ccccn2c1F	0%	?	3%	5%	-1%	-14%	?	-4%
CC(C)(C)NC(=O)C(c1ccccn1)N(C(=O)C1CSC(=O)C1)c1ccc(F)cc1 (stereo not given)	-4%	6%	-2%	2%	-12%	-4%	-1%	5%
Cn1c(SCC(=O)Nc2ccc(Br)cc2F)nnc1-c1ccco1	-4%	-4%	11%	6%	-2%	-6%	1%	0%
COc1ccc(C2(CNC(=O)c3cccc([N+](=O)[O-])c3)CCOCC2)cc1	-6%	-1%	1%	5%	1%	-12%	0%	1%
COC(=O)C1[C@H]2C(=O)N(Cc3cccs3)C[C@]23C=C[C@H]1O3 (stereo not given in full)	-13%	4%	5%	-9%[15.4 µM]	-13%	-13%	?	11%
Fc1ccccc1CSc1nncn1NCc1cccs1	0%	9%	6%	-1%	4%	4%	6%	6%
Cc1cc(/C=N/NC(=O)CC2(C)OCCO2)c(C)n1-c1cc(Cl)cc(Cl)c1	-13%	1%	-1%	-2%	-2%	-30%[inhibitor]	-4%	8%
O=c1c(-c2ccc(Cl)cc2)nc2cnc(Nc3ccccc3)nc2n1C1CC1	-2%	32%[activator]	·	·	27%	·	·	148%[activator]
Nc1ccc(C(=O)N(CCO)CCO)cc1	6%	-1%	5%	14%	4%	8%	-1%	15%
Cc1ccccc1/C=C/C1=NCCN1	0%	?	·	·	8%	-77%[inhibitor]	18µM*	-6%
O=C(Nc1ccc(F)c(Cl)c1)C1CC(=O)n2c(nc3ccccc32)N1 (stereo not given)	2%	6%	8%	14%	1%	-22%	4%	-9%

One compound at a time, from the list above. Values in the order: aGlu spleen mod	ALDH1A1 inh	GAA glycogen mod	GAA inh	aGal spleen mod	SMN2 splice up	JMJD2E inh	RGS12 GoLoco inh
Entry for `Fc1ccccc1CSc1nncn1NCc1cccs1` : 0%	9%	6%	-1%	4%	4%	6%	6%
Entry for `O=c1c(-c2ccc(Cl)cc2)nc2cnc(Nc3ccccc3)nc2n1C1CC1` : -2%	32%[activator]	·	·	27%	·	·	148%[activator]

Next section
SMILES	aGlu spleen mod	ALDH1A1 inh	GAA glycogen mod	GAA inh	aGal spleen mod	SMN2 splice up	JMJD2E inh	RGS12 GoLoco inh
COc1cccc(NC(=O)C2C3C=CC(O3)C2C(=O)NCc2cccnc2)c1 (stereo not given)	-2%	?	-1%	?	-2%	-3%	-4%	1%
c1ccc2c(c1)OCc1cn[nH]c1-2	-17%	·	3%	·	12%	·	-3%	7%
CCn1c2ccccc2c2cc(/C=N/O)ccc21	8%	-1%	-11%	-4%	-1%	-13%	?	15%
CC(=O)c1cccc(NC(=S)NCCc2ccc(F)cc2)c1	-7%	-4%	-5%	-2%	-9%	3%	6%	4%
COC(=O)c1ccc(CON2C(=O)c3ccccc3C2=O)cc1	5%	8%	4%	-1%	13%	-3%	6%	11%
CCOC(=O)C1CCN(Cc2cn[nH]c2-c2ccc(C)cc2)CC1	-8%	-5%	4%	-17%	-4%	-4%	?	-15%
Cc1ccc(CNC(=O)CCCn2c(=O)c3ccccc3n(CC(=O)NCc3ccco3)c2=O)cc1	0%	-13%	3%	3%	-3%	-18%	4%	-2%
COc1ccc(-c2nnc(NC(=O)CSc3ccccc3)s2)cc1OC	1%	?	15%	-1%	-16%	11%	?	6%
CSc1nc2ccccc2cc1/C=C(\C#N)c1ccc(Cl)c(Cl)c1	0%	1%	1%	-1%	-6%	2%	1%	-7%
CCc1cc(=O)n2c([nH]c3ccccc32)c1C#N	10%	?	5%	?	?	-62%[inhibitor]	?	65%[activator]
COc1cc([N+](=O)[O-])ccc1NC(=S)Nc1cc(C(=O)OC(C)C)cc(C(=O)OC(C)C)c1	-7%	?	-3%	-3%	-4%	-78%[inhibitor]	?	1%
c1ccc(Cn2nnc3cnccc32)cc1	-8%	?	-2%	-5%	-14%	0%	?	7%
C/C(=N/NS(=O)(=O)c1ccccc1)c1ccc(NC(=O)C2CC2)cc1	4%	-10%	4%	-1%	-2%	·	-5%	20%
CCN(C(=O)COC(=O)C(Cc1ccccc1)N1C(=O)c2ccccc2C1=O)C1CCS(=O)(=O)C1 (stereo not given)	-3%	0%	1%	4%	-11%	-1%	5%	-2%

Assay outcomes from PubChem.
